Screens: PubChem, National Center for Advancing Translational Sciences (NCATS)
Nrf2 inh: inhibitors of Nrf2 signaling | A549 ARE-Fluc reporter, luciferase luminescence, 18-24 h | Potency, µM (series often up to 46 µM), for the others: at the top dose activity change, negative = inhibition, most hits filed as inhibitors | 360,000 tested, 2.1% active | AID 504444; further: potency means the concentration at half of the fitted maximal effect; on the % scale 0 is the no-effect control and ±100 the full control effect; nearly all actives have a fitted effect of over 60% in size
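Cells were seeded and rested 2 h, then exposed to compounds for 18-24 h. CellTiter-Fluor was read first as a viability measure. BugLite was added 15 min before the final luminescent read of ARE-luciferase activity in A549 cells.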
S2 tox: reduces viability in counter-screen for ATXN expression inhibitors. S2 cells (HEK-293 line with an ATXN2-luciferase reporter) viability, CellTiter-Fluor protease fluorescence, 24 h. Potency, µM (top dose mostly 56.7 µM), usual class: cytotoxic. 400,000 tested, 0.49% active; further: potency means the concentration at half of the fitted maximal effect; nearly all actives have a fitted effect of over 40% in size
TGFb inhibitor: inhibitors of TGF-b signaling | HepG2 CAGA-GFP TGF-b/SMAD3 reporter, GFP fluorescence, 18 h; TGF-beta stimulated, 500 pg/mL final | Potency, µM (top dose mostly 46.1 µM), for the others: at the highest dose activity, negative = inhibition, actives largely listed as inhibitors | 410,000 tested, 1.2% active | AID 588855; further: potency means the concentration at half of the fitted maximal effect; on the % scale 0 is the no-effect control and ±100 the full control effect; nearly all actives have a fitted effect of over 65% in size
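HEPG2 CAGA-GFP reporter cells (1000/well, DMEM with 1% FBS) received compounds, then recombinant TGF-beta at 500 pg/mL final for 18 hours at 37 degrees C. Per-cell GFP summed per well was normalised to unstimulated and stimulated DMSO controls before curve fitting.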
ATXN2 expr inh: inhibitors of ATXN2 expression | 360,000 tested, 0.72% active | AID 1745845 | HEK-293 ATXN2-luciferase reporter, luminescence, 24 h | Potency, µM (series often up to 57 µM), for the others: at the top dose activity change, negative = inhibition, actives largely listed as inhibitors; further: potency means the concentration at half of the fitted maximal effect; on the % scale 0 is the no-effect control and ±100 the full control effect; nearly all actives have a fitted effect of over 55% in size
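qHTS (up to 57 uM final) was run with 24 h compound exposure of reporter cells at 37 °C. Each well was multiplexed: SteadyGlo luminescence measured ATXN2-luciferase expression after a fluorogenic Gly-Phe-AFC viability readout (25 uM final).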
HepG2 viability: kills HepG2 cells in TGF-b inhibitor counter-screen; HepG2 CAGA-GFP viability, ATP luminescence, 18 h; AID 588856; Potency, µM (doses to about 46.1 µM), for inactives: at the top dose activity change, negative = cytotoxicity, most hits filed as cytotoxic; 410,000 tested, 0.76% active; further: potency means the concentration at half of the fitted maximal effect; some results filed as inactive show a strong effect at the top dose
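CellTiter-Glo luminescence gave cytotoxicity after 18 hours at 37 degrees C. The cells were HepG2 CAGA-GFP in 1% FBS DMEM, stimulated with 500 pg/mL TGF-beta after compound addition. %Activity was normalised to no-cell wells (complete cell-killing) and DMSO (no toxicity), and curves were fitted and classified.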
EPAC2 ag: activates human EPAC2 exchange factor; Potency, µM (doses to about 154 µM), without a hit: at the highest dose activation, hits mostly activators; EPAC2 activation, biochemical qHTS; response scale: 100% = 6.5 mM cAMP response; 360,000 tested, 0.079% active; Q8WZA2; further: potency means the concentration at half of the fitted maximal effect; nearly all actives have a fitted effect of over 50% in size
Target sequence (Q8WZA2 whole entry, looked up): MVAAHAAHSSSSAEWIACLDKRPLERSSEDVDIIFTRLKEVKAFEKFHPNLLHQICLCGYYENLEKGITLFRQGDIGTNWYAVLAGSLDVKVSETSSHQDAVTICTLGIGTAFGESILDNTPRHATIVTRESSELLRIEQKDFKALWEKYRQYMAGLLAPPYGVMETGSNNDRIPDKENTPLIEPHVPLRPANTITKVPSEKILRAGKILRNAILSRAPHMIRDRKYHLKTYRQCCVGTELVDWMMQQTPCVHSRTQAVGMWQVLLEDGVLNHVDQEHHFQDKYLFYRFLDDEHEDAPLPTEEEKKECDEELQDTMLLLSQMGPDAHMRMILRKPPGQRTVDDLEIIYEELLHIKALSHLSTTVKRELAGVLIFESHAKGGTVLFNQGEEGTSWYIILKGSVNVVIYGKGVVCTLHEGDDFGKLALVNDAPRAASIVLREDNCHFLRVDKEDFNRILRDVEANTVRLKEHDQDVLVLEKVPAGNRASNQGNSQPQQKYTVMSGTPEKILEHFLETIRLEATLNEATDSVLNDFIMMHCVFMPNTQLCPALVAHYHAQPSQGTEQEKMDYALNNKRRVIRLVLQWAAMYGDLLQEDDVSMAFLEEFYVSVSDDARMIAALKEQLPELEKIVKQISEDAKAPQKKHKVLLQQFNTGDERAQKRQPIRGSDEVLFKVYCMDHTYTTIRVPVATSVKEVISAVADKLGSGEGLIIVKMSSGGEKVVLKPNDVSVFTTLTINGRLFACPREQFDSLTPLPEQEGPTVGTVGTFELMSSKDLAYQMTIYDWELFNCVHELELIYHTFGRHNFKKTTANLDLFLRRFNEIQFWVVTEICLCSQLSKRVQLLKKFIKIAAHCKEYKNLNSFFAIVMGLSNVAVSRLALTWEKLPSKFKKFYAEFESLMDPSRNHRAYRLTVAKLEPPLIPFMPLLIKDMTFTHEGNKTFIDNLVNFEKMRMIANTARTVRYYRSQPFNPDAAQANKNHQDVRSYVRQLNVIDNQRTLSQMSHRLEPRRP
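Compounds were titrated in qHTS against a Rap1B-BODIPY-GDP (250 nM) complex with EPAC2 (100 nM) and GDP (50 uM). BODIPY-GDP release tracked at 480/540 nm over 30 min at room temperature, normalized to 6.5 mM cAMP.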
A549 viability: A549 cytotoxicity, counter-screen for Nrf2 inhibitors | A549 ARE-Fluc cells, CellTiter-Fluor viability, 18-24 h | Potency, µM (highest dose often 46 µM), for inactives: at the top dose activity change, negative = cytotoxicity, hits mostly inhibitors | 390,000 tested, 0.16% active | AID 504648; further: potency means the concentration at half of the fitted maximal effect; on the % scale 0 is the no-effect control and ±100 the full control effect
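Cytotoxicity counterscreen: CellTiter-Fluor fluorescence was measured in A549 ARE_Fluc cells after 18-24 h of compound exposure in a concentration series. The subsequent BugLite luminescent read reports ARE-luciferase activity.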
Nrf2 activator: activators of Nrf2 (ARE) signaling; AREc32 ARE-luciferase reporter (MCF7-derived line), luminescence, 24 h; Potency, µM (top dose mostly 46.1 µM), inactives show at the top dose activation, hits mostly activators; 410,000 tested, 0.31% active; AID 624171; further: potency means the concentration at half of the fitted maximal effect; % of control where 0% means no effect; nearly all actives have a fitted effect of over 65% in size
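For detection, Steady-Glo was added and plates sat 30 min at RT; before that, AREc32_Fluc cells grown overnight in OPTI-MEM/5% FBS had been treated with 23 nL compound for 24 hr at 37 deg C.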
IL-2 act: activators of IL-2; IL-2 activation reporter assay, cell-based qHTS; stimulated with anti-CD3/CD4/CD28 beads; in transgenic mouse T cells; 360,000 tested, 0.065% active; activation, % (series mostly up to about 46 µM); in the data active means activation above about 50%; inconclusive means mostly about 30% to 49%; further: 0% is about no effect
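Screening format: compound pinned onto unstimulated transgenic mouse T cells, 60 min incubation, then anti-CD3/anti-CD4/anti-CD28 bead stimulation for 18 hours at 37 degrees C, followed by EGFP and DsRed detection.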
* marks the source's active call; other numbers are inactive results; i = inactive; ? = inconclusive; nt = no result given; [ ] = remark or other dose. Unless noted, the call rests on the fitted dose curve; in most records, active means well fitted curve in the direction sought with a large enough effect; inconclusive means small, poorly fitted or top-dose-only effect, or another doubt; inactive means no such curve, though single readings can be large; an effect the other way counts as inactive or inconclusive.

SMILES	Nrf2 inh	S2 tox	TGFb inhibitor	ATXN2 expr inh	HepG2 viability	EPAC2 ag	A549 viability	Nrf2 activator	IL-2 act
CC(C)NC(=O)c1cc2ccccc2o1	-19%	i	-18%	-1%	-12%	-5%	11%	-0.5%	-2.1
N#Cc1ccc(C23CC4(C2)[C@H](CN(Cc2cccnc2)[C@@H]4c2ccccc2)C3c2ccccc2)cc1 (stereo not given in full)	?	i	-24%	-15%	-14%	12%	-10%	3.1%	-0.7
CCNC(=S)Nc1ccc(OCc2nc3ccccc3s2)cc1	?	i	-34%	48%[activator]	-9%	7%	2%	4.8%	-0.5
CC(=O)OC(C(=O)N1CCN(c2ccc(F)cc2)CC1)c1ccccc1 (stereo not given)	-24%	i	-10%	-8%	-10%	-6%	-9%	-0.6%	1.4
CSc1nnc(NC(=O)c2cc(=O)c3cc(C)cc(C)c3o2)s1	-11%	25µM*	1%	-11%	7%	1%	-1%	0.0%	3.5
COc1cc(-c2c(C#N)c(N)nc3c2c(C)nn3-c2ccc(C)c(C)c2)cc(OC)c1OC	?	i	9%	6%	-16%	17%	-12%	7.6%	-2.5
CN1/C(=C/C=N/n2cnnc2)C(C)(C)c2ccccc21	3%	i	-5%	-9%	-15%	2%	-12%	0.1%	0.4
CCc1ccc(C(=O)NNc2ccc(Cl)cc2)cc1	3%	i	1%	nt	-32%	3%	3%	5.7%	0.0
Nc1ccc2nc(CN3CCOCC3)[nH]c2c1	0%	i	4%	4%	-40%	1%	0%	-0.4%	1.1
NCCCC[C@@H]1NC(=O)c2cc([N+](=O)[O-])cc(I)c2SC[C@@H](C(=O)NCC(N)=O)NC(=O)CNC1=O	4%	i	-2%	6%	1%	20%	5%	-0.1%	3.7
COc1ccc2c(c1)CC(C)C/C2=N\NC(=O)c1ccco1 (stereo not given)	?	i	2%	-8%	13%	-5%	-4%	22%	-0.6
COc1ccccc1C1C2=C(CC(C)(C)CC2=O)Nc2nnnn21 (stereo not given)	8%	i	-10%	1%	-3%	6%	-3%	-0.7%[9.22 µM]	-0.5
CCCN(C)C1CN(Cc2cn(Cc3ccc(Cl)cc3)nn2)S(=O)(=O)C1 (stereo not given)	nt	i	nt	14%	nt	-1%	nt	-0.3%	0.7
CC1Cc2ccccc2N1C(=O)CSc1nnc2c(n1)[nH]c1ccc(F)cc12 (stereo not given)	?	?	-6%	-17%	2%	-10%	-4%	0.3%	0.2
COc1ccc(S(=O)(=O)Cc2ccc(C(=O)NCc3ccccc3)o2)cc1	-4%	i	12%	-10%	8%	3%	2%	-0.2%	-2.3
COc1ccc(OCc2nnc(SCC(=O)NNC(=O)c3ccc(C)cc3)n2C)cc1	-27%	i	19%	-1%	1%	-9%	-2%	-0.5%	-2.5
CC(C)Oc1ccc(Cn2c(-c3ccco3)n[nH]c2=S)cc1	6%	i	-1%	5%	-11%	10%	0%	0.2%	-1.1
CN(C)S(=O)(=O)c1ccc(N2CCCC2)c(C(=O)NC2CCCCC2)c1	-1%	?	5%	-5%	0%	7%	-3%	0.1%	-0.3
CN(C)CCCNc1cc(O)c2ncccc2c1	5.2µM*	?	?	20µM*	7.1µM*	-4%	10µM*	-4.0%	-0.4
C=CC[n+]1c(-c2ccc(OC)cc2)csc1NNC(=O)Nc1ccccc1	15µM*	i	?	-6%	-4%	4%	-7%	3.6%	-0.8
COc1ccc(OC)c(-c2csc(NC(=O)CSc3ccc(Br)cc3)n2)c1	?	i	?	-5%	35%	12%	-9%	-0.1%	-1.2
CCOC(=O)c1ccc(NC(=O)Cc2cccs2)cc1	?	i	5%	46%[activator]	-23%	8%	0%	6.5%	-0.3
COc1ccccc1C(=O)NC1(C(F)(F)F)C(=O)Nc2c1c(=O)[nH]c(=O)n2CCc1ccccc1 (stereo not given)	17%	i	12%	-4%	11%	nt	3%	0.1%	nt
COc1cc(NC(=O)c2ccc(Cl)cc2)c(OC)cc1NC(=O)CN1CCOCC1	-8%	i	-14%	-4%	-5%	-1%	-7%	2.5%	-0.3
Cc1oc2cc([N+](=O)[O-])c(O)c([N+](=O)[O-])c2c1C(=O)c1ccc(Br)cc1	?	i	2%	-21%	-13%	-4%	?	-0.1%	-0.1
CCc1[nH]c(=O)c(C#N)c2c1CCCC2	-26%	i	-2%	7%	0%	1%	-8%	0.0%	-2.7
CCOC(=O)C1=C(Cn2cnc3ccccc32)NC(=O)NC1c1cc(C)ccc1C (stereo not given)	?	32µM*	?	?	-27%	9%	-1%	-0.2%	-2.2
CNc1nc(C)nc(-c2ccccc2O)n1	12%	i	4%	26%	-3%	5%	-11%	2.9%	-1.7
Cc1cc(NC(=O)c2ccc(COc3ccccc3Cl)o2)no1	2%	i	-2%	-4%	-10%	5%	1%	0.6%	-2.7
CCN(CC)C(=O)C1=C(C)N(CCCOC)C(=O)C(CC(=O)NCc2cccc3ccccc23)C1 (stereo not given)	nt	i	0%	-5%	8%	10%	nt	-0.4%	0.3
COc1ccc(C(=O)NCC(c2ccco2)N2CCc3ccccc32)c(OC)c1 (stereo not given)	-17%	i	-14%	-24%	1%	3%	-7%	-0.2%	-2.9
CCSc1nc2c(c(=O)n(C)c(=O)n2C)n1Cc1ccc(Cl)cc1	-15%	i	?	-21%	-30%	-14%	4%	1.6%	-1.1
COc1ccc(CN(Cc2ccccn2)S(=O)(=O)c2ccc(-n3cnnn3)c(OC)c2)cc1	-17%	i	-4%	1%	-28%	13%	0%	0.9%	-0.7
CC(=O)N1c2ccc(S(=O)(=O)NCCC(=O)NCCc3ccc(C)cc3)cc2CC1C (stereo not given)	16µM*	i	-24%	-28%	-5%	2%	-8%	0.1%	-0.9
CCOC(=O)N1CCN(C(=O)/C(=C/c2cccs2)NC(=O)c2ccc(OC)c(OC)c2)CC1	-16%	i	12%	1%	-8%	1%	-7%	1.2%	1.0
CC(C)(C)c1ccc(C(=O)N/C(=C\c2ccco2)C(=O)O)cc1	-2%	i	-2%	-21%	-5%	0%	-10%	-0.8%	2.1
O=C(Cc1ccc(NC(=O)N2CCSc3ncccc32)cc1)NCc1ccccc1Cl	nt	i	-11%	-3%	-2%	nt	6%	4.0%	nt
CCC(C(=O)Nc1ccc(C(=O)Nc2ccccc2C(=O)O)cc1)c1ccccc1 (stereo not given)	-8%	i	0%	-6%	-1%	-1%	1%	-0.9%	-1.7
CCN(CC)c1ccc(NC(=O)CCCCC(=O)Nc2ccc(N(CC)CC)cc2)cc1	-9%	i	-14%	nt	-5%	0%	?	-0.7%	0.3
CC1CCC(NC(=O)c2cc3c(s2)CS(=O)(=O)C3)CC1 (stereo not given)	11%	i	-24%	39%	9%	6%	9%[1.84 µM]	0.4%	-1.8

Gathered by group, the entries above containing a nitro group on carbon (2)
SMILES	Nrf2 inh	S2 tox	TGFb inhibitor	ATXN2 expr inh	HepG2 viability	EPAC2 ag	A549 viability	Nrf2 activator	IL-2 act
NCCCC[C@@H]1NC(=O)c2cc([N+](=O)[O-])cc(I)c2SC[C@@H](C(=O)NCC(N)=O)NC(=O)CNC1=O	4%	i	-2%	6%	1%	20%	5%	-0.1%	3.7
Cc1oc2cc([N+](=O)[O-])c(O)c([N+](=O)[O-])c2c1C(=O)c1ccc(Br)cc1	?	i	2%	-21%	-13%	-4%	?	-0.1%	-0.1

Reprinted at random: 2 compounds from above, in no set order.
SMILES	Nrf2 inh	S2 tox	TGFb inhibitor	ATXN2 expr inh	HepG2 viability	EPAC2 ag	A549 viability	Nrf2 activator	IL-2 act
CCC(C(=O)Nc1ccc(C(=O)Nc2ccccc2C(=O)O)cc1)c1ccccc1 (stereo not given)	-8%	i	0%	-6%	-1%	-1%	1%	-0.9%	-1.7
CCOC(=O)c1ccc(NC(=O)Cc2cccs2)cc1	?	i	5%	46%[activator]	-23%	8%	0%	6.5%	-0.3

More records follow.
SMILES	Nrf2 inh	S2 tox	TGFb inhibitor	ATXN2 expr inh	HepG2 viability	EPAC2 ag	A549 viability	Nrf2 activator	IL-2 act
O=C(Nc1ccc2c(c1)CCC2)c1cnn2c1NC(c1ccco1)CC2C(F)(F)F (stereo not given)	-17%	i	-10%	-6%	-21%	8%	-16%	4.6%	-0.2
COc1ccc(CCNC(=O)CCCn2c(=O)c3ccccc3n(Cc3ccccc3C)c2=O)cc1OC	10%	i	4%	-1%	-1%	nt	-1%	-0.1%	nt
CC1CC(=Cc2ccc(N)cc2)C(=O)O1 (stereo not given)	18%	i	10%	17%	-10%	4%	-1%	-0.5%	0.3
CCCCNC(=O)C(C#N)c1nc2ccccc2nc1N1CCN(c2ccccc2F)CC1 (stereo not given)	4%	i	-16%	4%	-1%	6%	3%	-0.9%	-1.2
O=C(CSc1ncnc2c1oc1ccccc12)Nc1cccc(Cl)c1	?	i	-3%	1%	-32%	-7%	-12%	?	2.4
N#Cc1ccc(CSc2nnc(-c3cccc(S(=O)(=O)N4CCCCC4)c3)o2)cc1	nt	i	5%	-11%	10%	7%	-1%	0.7%	-0.6
Cc1cc(C)nc(Sc2ccc3nnc(C(F)(F)C(F)(F)C(F)(F)F)n3n2)n1	-12%	i	-2%	5%	-1%	-4%	-10%	2.4%	-1.0
Cc1ccc(C2CC(=O)Oc3cc(C)c(Br)c(C)c32)cc1 (stereo not given)	-12%	i	?	-4%	-7%	4%	2%	0.2%	-0.3
Cn1cc(-c2ccccc2C(=O)O)c(=O)c2ccccc21	15%	i	-1%	13%	-16%	14%	3%	-0.1%	-3.6
CCN(CC)c1nc(N)nc(N(c2ccccc2)c2ccccc2)n1	-6%	i	-15%	3%	-20%	9%	-2%	3.5%	-2.0
Cc1ccc(N2CCN(C(=O)NC3CCCCC3)CC2C)cc1 (stereo not given)	-3%	i	-28%	26%	-17%	-1%	4%	0.1%	-2.8
